EZH2 inh: EZH2 (human) methyltransferase inhibition; PRC2 H3K27 methylation, DELFIA TRF, 1 h; inhibition, % at 12.5 µM; 57,000 tested, 0.35% active; AID 651548;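 active = mean inhibition of replicates at least 50% and every single replicate also reaching 50%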;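 note: dimethyl H3K27 on biotinylated H3 21-44 peptide detected by antibody; plate controls were median neutral control wells for no effect and median positive control wells for full effect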
Target sequence (Q15910 whole entry, looked up): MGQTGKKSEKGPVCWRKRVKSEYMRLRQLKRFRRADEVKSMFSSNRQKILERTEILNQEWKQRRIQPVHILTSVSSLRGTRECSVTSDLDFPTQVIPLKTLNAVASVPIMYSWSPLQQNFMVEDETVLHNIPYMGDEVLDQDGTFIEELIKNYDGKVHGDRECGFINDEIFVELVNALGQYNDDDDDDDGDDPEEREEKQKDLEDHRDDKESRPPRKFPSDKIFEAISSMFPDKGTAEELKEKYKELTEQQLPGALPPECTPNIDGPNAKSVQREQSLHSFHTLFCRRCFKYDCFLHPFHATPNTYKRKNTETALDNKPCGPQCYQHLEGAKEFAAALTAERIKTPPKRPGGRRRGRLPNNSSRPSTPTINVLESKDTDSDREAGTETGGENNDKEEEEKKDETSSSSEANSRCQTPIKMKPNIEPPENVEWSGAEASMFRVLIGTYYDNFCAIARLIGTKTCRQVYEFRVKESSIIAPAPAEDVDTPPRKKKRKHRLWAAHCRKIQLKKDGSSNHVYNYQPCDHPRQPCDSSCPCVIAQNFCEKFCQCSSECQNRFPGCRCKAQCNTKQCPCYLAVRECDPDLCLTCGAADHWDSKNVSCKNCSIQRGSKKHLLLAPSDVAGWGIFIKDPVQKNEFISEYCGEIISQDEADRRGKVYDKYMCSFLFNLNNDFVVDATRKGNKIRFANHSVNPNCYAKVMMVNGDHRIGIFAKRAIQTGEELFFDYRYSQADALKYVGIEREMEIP
IDH1 mut inh: blocks human IDH1 R132H reductase activity | O75874 | diaphorase/resazurin fluorescence, 60 min | inhibition, % at 10 µM | 70,000 tested, 0.18% active; in the data active = inhibition above about 34%;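 note: 0% = DMSO and 100% = no enzyme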
* hit, by the source's call; · = no result given; & = joins results of further samples. Not all compounds are listed; count on the stated rates, not on these rows.

SMILES	EZH2 inh	IDH1 mut inh
CC1(C)CC[C@]2(C(=O)O)CC[C@]3(C)C(=CCC4[C@@]5(C)C[C@@H](O)[C@H](O)[C@@](C)(CO)C5[C@H](O)C[C@]43C)[C@@H]2C1 (some centres undefined)	40.0	-0.1
C[C@H]1CN([C@@H](C)CO)C(=O)c2cccc(NC(=O)c3ccc(-c4nccs4)cc3)c2O[C@@H]1CN(C)S(=O)(=O)c1ccccc1	·	-2.3
CCCNC(=O)Nc1ccc2c(c1)C(=O)N(C)C[C@H](OC)[C@@H](C)CN(C(=O)CC)[C@@H](C)CO2	-9.1	·
C[C@H](CO)N1C[C@H](C)[C@H](CN(C)C(=O)c2ccc(F)cc2)Oc2ncc(Br)cc2C1=O	-0.4	-0.2
CO[C@H]1CN(C)C(=O)c2cc(NC(=O)C3CC3)ccc2OC[C@@H](C)N(Cc2cccnc2)C[C@@H]1C	-5.6	0.1
CNC[C@H]1Oc2ccc(N(C)C)cc2C(=O)N([C@H](C)CO)C[C@H]1C	-1.4	-1.0
CCCNC(=O)Nc1ccc2c(c1)C(=O)N(C)C[C@@H](OC)[C@H](C)CN(Cc1cccnc1)[C@@H](C)CO2	6.9	-0.3
COc1cccc(C(=O)NC(c2ccc(C)cc2)c2cc(Cl)c3cccnc3c2O)c1 (centres undefined)	-11.0	0.3
CC(C)NC(=O)N(C)C[C@@H]1Oc2c(NC(=O)C3CCCCC3)cccc2C(=O)N([C@@H](C)CO)C[C@@H]1C	7.7	·
CCCNC(=O)N(C)C[C@@H]1Oc2ncc(-c3ccncc3)cc2C(=O)N([C@H](C)CO)C[C@@H]1C	-6.0&-15.5	·
CCCN(C)C[C@H]1Oc2cc(-c3cccnc3)ccc2S(=O)(=O)N([C@H](C)CO)C[C@H]1C	-5.0	0.7
CCC(=O)Nc1nc2ccccc2n1CCCN(C)C	·	2.0
Cc1cc(C)nc(SCC(=O)Nc2cccc(C(=O)O)c2)n1	-14.5	0.2
CC(C)NC(=O)N(C)C[C@H]1OCCCC[C@@H](C)Oc2ccc(NS(=O)(=O)c3ccccc3)cc2C(=O)N([C@H](C)CO)C[C@@H]1C	·	-0.3
C[C@H](CO)N1C[C@H](C)[C@@H](CN(C)S(=O)(=O)c2cn(C)cn2)Oc2ncc(C#CCN(C)C)cc2C1=O	·	-0.2
CCCC(=O)Nc1ccc2c(c1)C(=O)N(C)C[C@H](OC)[C@H](C)CN(CC1CCCC1)[C@H](C)CO2	3.8	0.2
Cc1ccc(S(=O)(=O)N(C)C[C@@H]2OCCCC[C@H](C)Oc3ccc(NC(=O)NC(C)C)cc3C(=O)N([C@H](C)CO)C[C@@H]2C)cc1	·	-10.5
O=C(O)CCCCCCC(=O)N/N=C/c1ccccc1	3.1	-0.2
COC(=O)C[C@H]1C[C@H]2c3cc(NC(=O)c4ccc5c(c4)OCO5)ccc3O[C@H]2[C@@H](CO)O1	5.6	-3.0
CC(C)NC(=O)Nc1ccc2c(c1)C(=O)N([C@H](C)CO)C[C@H](C)[C@H](CN(C)C(=O)Nc1cccc3ccccc13)O2	3.5	·
Cc1ccc(S(=O)(=O)N(C)C[C@H]2OCCCC[C@@H](C)Oc3ccc(NS(=O)(=O)c4cccs4)cc3C(=O)N([C@H](C)CO)C[C@@H]2C)cc1	·	-1.2
C[C@@H]1C(=O)O[C@H](C)[C@H]1C[C@@H](O)[C@](C)(O)[C@H]1CC[C@@]2(O)C3=CC(=O)[C@@H]4C[C@@H](O)[C@@H](O)C[C@]4(C)C3CC[C@]12C (some centres undefined)	·	1.1
COc1ccc(NC(=O)N(C)C[C@@H]2OCCCC[C@@H](C)Oc3ccc(NC(=O)C4CCCCC4)cc3C(=O)N([C@H](C)CO)C[C@H]2C)cc1	·	1.5
O=C(C[C@H]1CC[C@H](NC(=O)Nc2ccc(C(F)(F)F)cc2)[C@H](CO)O1)NCc1ccccn1	-17.4	0.4
C[C@@H]1CN([C@@H](C)CO)C(=O)c2cc(-c3cccc(F)c3)cnc2O[C@H]1CN(C)CC1CCOCC1	1.6	0.4

Compound profiles, as listed above.
Profile of CCCNC(=O)Nc1ccc2c(c1)C(=O)N(C)C[C@H](OC)[C@@H](C)CN(C(=O)CC)[C@@H](C)CO2 : EZH2 inh = -9.1; IDH1 mut inh = ·
Profile of COC(=O)C[C@H]1C[C@H]2c3cc(NC(=O)c4ccc5c(c4)OCO5)ccc3O[C@H]2[C@@H](CO)O1 : EZH2 inh = 5.6; IDH1 mut inh = -3.0

Next part.
SMILES	EZH2 inh	IDH1 mut inh
O=C(C[C@H]1C[C@H]2c3cc(NC(=O)Nc4ccc(C(F)(F)F)cc4)ccc3O[C@H]2[C@@H](CO)O1)NCc1ccccn1	1.7	0.0
C[C@@H]1CCCCO[C@@H](CN(C)Cc2ccc3c(c2)OCO3)[C@H](C)CN([C@H](C)CO)C(=O)c2cc(NC(=O)CCC(F)(F)F)ccc2O1	·	0.6
CCCC#Cc1cnc2c(c1)C(=O)N([C@H](C)CO)C[C@@H](C)[C@H](CN(C)C(=O)c1cccnc1)O2	-2.1	-6.1
CO[C@@H]1CN(C)C(=O)c2ccc(NS(=O)(=O)c3cccc(Cl)c3)cc2OC[C@H](C)NC[C@H]1C	5.0	-0.8
O=C(C[C@H]1C[C@@H]2c3cc(NC(=O)NC4CCCC4)ccc3O[C@@H]2[C@H](CO)O1)NCc1cccc(F)c1	-10.6	-0.2
COCCNC(=O)C[C@H]1C[C@@H]2c3cc(NC(=O)CC4CC4)ccc3O[C@@H]2[C@H](CO)O1	32.7	0.0
c1ccc(Oc2cccc(OCCCn3cncn3)c2)cc1	·	1.5
COc1ccc(NC(=O)Nc2ccc3c(c2)CC(=O)N([C@@H](C)CO)C[C@@H](C)[C@H](CN(C)Cc2ccc(-c4ccccc4)cc2)O3)cc1	·	0.6
O=C(COc1ccccc1)Nc1ccc2oc(-c3ccc(Cl)cc3)nc2c1	-12.3	-0.3
COC(=O)c1c(NC(=S)NCc2cccnc2)sc(C)c1C	7.6	0.1
CC(C)NC(=O)Nc1ccc2c(c1)C(=O)N([C@H](C)CO)C[C@H](C)[C@H](CN(C)Cc1ccc(C(F)(F)F)cc1)OCCCC[C@@H](C)O2	·	2.4
C[C@H]1CCCCO[C@H](CN(C)Cc2ccccc2)[C@@H](C)CN([C@@H](C)CO)C(=O)c2cc(NS(=O)(=O)c3cccs3)ccc2O1	·	1.0
Cc1noc(C)c1NC(=O)Nc1ccc2c(c1)C(=O)N([C@@H](C)CO)C[C@H](C)[C@H](CN(C)CC1CCCCC1)OCCCC[C@@H](C)O2	·	1.2
Cc1noc(C)c1NC(=O)N(C)C[C@H]1Oc2ccc(NC(=O)CCC(F)(F)F)cc2C(=O)N([C@@H](C)CO)C[C@@H]1C	-0.4	·
CCc1ccc(OCC(=O)Nc2ccccc2C#N)cc1	-1.2	-1.2
C[C@@H]1CCCCO[C@@H](CN(C)C(=O)Nc2ccc3c(c2)OCO3)[C@H](C)CN([C@@H](C)CO)C(=O)c2cc(NC(=O)CCCN(C)C)ccc2O1	·	3.2
C[C@@H](O)C#Cc1ccc2c(c1)O[C@@H](CN(C)Cc1ccccn1)[C@@H](C)CN([C@@H](C)CO)S2(=O)=O	-16.4	·
O=C(O)C[C@H]1C[C@@H]2c3cc(NC(=O)C4CCOCC4)ccc3O[C@@H]2[C@@H](CO)O1	2.4	0.2
C[C@H](CO)N1C[C@H](C)[C@H](CN(C)Cc2ccccn2)Oc2cc(-c3cccc(C#N)c3)ccc2S1(=O)=O	·	-0.8
CCS(=O)(=O)N1CCC[C@@H]2CN3CCc4cc(OC)ccc4[C@@H]3C[C@@H]21	9.2	0.3
Cc1cccc(C)c1OCC(=O)Nc1ccccc1C#N	6.0	-0.8
C[C@H]1CN([C@@H](C)CO)C(=O)c2cccc(NC(=O)c3nc4ccccc4s3)c2O[C@H]1CN(C)S(C)(=O)=O	·	1.1
Cc1c(Cl)cccc1NC(=S)N1CCCN(c2nc3ccc(Cl)cc3s2)CC1	-14.3	0.4
CO[C@@H]1CN(C)C(=O)c2cc(NS(=O)(=O)c3cccc(Cl)c3)ccc2OC[C@H](C)NC[C@H]1C	9.2	0.1
C[C@@H]1CN([C@@H](C)CO)S(=O)(=O)c2ccc(-c3ccccc3)cc2O[C@@H]1CN(C)C(=O)c1ccc2c(c1)OCO2	5.5	0.1

(cont.)
SMILES	EZH2 inh	IDH1 mut inh
C[C@@H](O)C#Cc1ccc2c(c1)O[C@H](CN(C)C(=O)Nc1ccccc1)[C@@H](C)CN([C@@H](C)CO)S2(=O)=O	·	0.1
N#CCCSc1nnc(-c2cccnc2)n1Cc1ccccc1	2.3	0.2
CO[C@H]1CN(C)C(=O)c2cc(NS(=O)(=O)CC(F)(F)F)ccc2OC[C@H](C)N(C(=O)NC(C)C)C[C@H]1C	1.0	0.5
C=C1C[C@@]23CC[C@@H]4[C@](C)(CO)CCC[C@@]4(C)[C@@H]2CC[C@@H]1C3	·	-0.4
Cc1noc(C)c1NC(=O)N(C)C[C@H]1Oc2ccc(NC(=O)NC3CCCCC3)cc2C(=O)N([C@@H](C)CO)C[C@H]1C	·	1.5
O=C(C[C@H]1C[C@@H]2c3cc(NC(=O)Nc4ccccc4F)ccc3O[C@@H]2[C@H](CO)O1)NC1CCCCC1	1.2	0.0
CC(C)NC(=O)Nc1ccc2c(c1)C(=O)N([C@@H](C)CO)C[C@H](C)[C@@H](CN(C)C(=O)Nc1ccccc1)OCCCC[C@H](C)O2	-19.8	0.0
O=C(Cc1ccncc1)NCC[C@@H]1CC[C@H](NC(=O)C2CC2)[C@H](CO)O1	0.2	-0.3
CO[C@H]1CN(C)C(=O)c2cc(NC(=O)C3CCC3)ccc2OC[C@@H](C)NC[C@@H]1C	-4.3	0.0
C[C@@H]1CN([C@@H](C)CO)C(=O)c2cccc(NC(=O)c3ccc(-c4nccs4)cc3)c2O[C@@H]1CN(C)Cc1ccc(C(F)(F)F)cc1	·	0.4
Cc1noc(C)c1NC(=O)Nc1ccc2c(c1)C(=O)N([C@@H](C)CO)C[C@H](C)[C@H](CN(C)C(=O)NC1CCCCC1)OCCCC[C@H](C)O2	·	3.6
Cc1ccc(S(=O)(=O)N[C@H]2CC[C@H](CCn3cc(C(C)C)nn3)O[C@@H]2CO)cc1	-31.0	-0.1
O=C(N[C@@H]1CC[C@@H](CCNC(=O)C2CC2)O[C@H]1CO)c1ccccn1	3.7	0.3
C[C@H]1CN([C@@H](C)CO)C(=O)Cc2cc(NC(=O)CCN3CCOCC3)ccc2O[C@@H]1CN(C)Cc1ccc(C(=O)O)cc1	·	6.9
Cc1cccc(NC(=O)CSc2nc(-c3cccs3)cc(C(F)(F)F)c2C#N)c1	4.4	-0.1
C[C@@H]1CN([C@@H](C)CO)S(=O)(=O)c2ccc(Br)cc2O[C@H]1CN(C)Cc1ccccc1F	32.5	·
COc1ccc(S(=O)(=O)Nc2ccc3c(c2)C(=O)N([C@@H](C)CO)C[C@@H](C)[C@@H](CN(C)S(=O)(=O)c2ccc(C)cc2)O3)cc1	·	-1.7
Cc1ccc2c(c1)CCCN2S(=O)(=O)c1cc(OCC(N)=O)c(C)cc1Cl	1.5	-0.8
COc1ccc(C2C(C(=O)c3ccco3)C(=O)C(=O)N2CCN(C)C)cc1OC (centres undefined)	1.0	6.9
NC(=O)c1ccc(-n2nnnc2SCC(=O)Nc2ccccc2-c2ccccc2)cc1	·	-0.1
COCC(=O)N(C)C[C@@H]1Oc2ncc(-c3ccc(C)cc3)cc2C(=O)N([C@@H](C)CO)C[C@H]1C	·	-0.3
CC1CCC2(C)C(C(=O)O)=CCCC2C1(C)CCC1=CC(=O)OC1O (centres undefined)	·	0.5
Cc1ccc(-c2nc3cnccn3c2NC2CCCCC2)o1	3.2	16.5
CCOC(=O)Nc1ccc2c(c1)N(C(=O)CCN1CCOCC1)c1ccccc1CC2	-7.4	0.0
COc1ccc(NC(=O)N[C@H]2CC[C@H](CCn3cc(-c4ccccc4F)nn3)O[C@H]2CO)cc1	-12.6	-0.3

Taken from above:
Under IDH1 mut inh, C[C@@H]1CN([C@@H](C)CO)C(=O)c2cccc(NC(=O)c3ccc(-c4nccs4)cc3)c2O[C@@H]1CN(C)Cc1ccc(C(F)(F)F)cc1 has 0.4
Under IDH1 mut inh, Cc1noc(C)c1NC(=O)N(C)C[C@H]1Oc2ccc(NC(=O)NC3CCCCC3)cc2C(=O)N([C@@H](C)CO)C[C@H]1C has 1.5

Later entries
SMILES	EZH2 inh	IDH1 mut inh
C[C@@H]1CN([C@@H](C)CO)C(=O)c2cccc(NS(=O)(=O)c3cccs3)c2O[C@H]1CN(C)Cc1ccc(Oc2ccccc2)cc1	·	0.6
Cn1cnc(S(=O)(=O)N[C@H]2C=C[C@@H](CC(=O)Nc3ccc(-c4ccccc4)cc3)O[C@H]2CO)c1	-5.2	0.1
C[C@@H]1CCCCO[C@@H](CN(C)S(=O)(=O)c2ccccc2)[C@H](C)CN([C@@H](C)CO)C(=O)c2cc(NS(=O)(=O)c3cn(C)cn3)ccc2O1	·	-9.3
CO[C@@H]1CN(C)C(=O)c2cc(NS(=O)(=O)c3cn(C)cn3)ccc2OC[C@H](C)N(C)C[C@@H]1C	-5.2	·
CCn1c(SCC(=O)Nc2ccccc2F)nnc1-c1ccccc1F	1.6	0.2
CCO[C@H]1OC(C(=O)N2CCCC2)=C[C@@H](c2ccc(Br)cc2)[C@@H]1CCCO	-9.2	·
C[C@@H]1CN([C@@H](C)CO)C(=O)c2cc(C#CCN(C)C)cnc2O[C@H]1CN(C)C(=O)Cc1cccnc1	8.3	-2.0

Four entries picked at random from those above, as already listed:
SMILES	EZH2 inh	IDH1 mut inh
C[C@@H]1CN([C@@H](C)CO)C(=O)c2cccc(NS(=O)(=O)c3cccs3)c2O[C@H]1CN(C)Cc1ccc(Oc2ccccc2)cc1	·	0.6
Cn1cnc(S(=O)(=O)N[C@H]2C=C[C@@H](CC(=O)Nc3ccc(-c4ccccc4)cc3)O[C@H]2CO)c1	-5.2	0.1
CO[C@@H]1CN(C)C(=O)c2cc(NS(=O)(=O)c3cn(C)cn3)ccc2OC[C@H](C)N(C)C[C@@H]1C	-5.2	·
CCO[C@H]1OC(C(=O)N2CCCC2)=C[C@@H](c2ccc(Br)cc2)[C@@H]1CCCO	-9.2	·

Screening data: PubChem, Broad Institute
